Screening results deposited in PubChem BioAssay by National Center for Advancing Translational Sciences (NCATS).
HEK293 tox = cytotoxic compounds in HEK 293 cells; HEK 293 viability, ATP luminescence (CellTiter-Glo), 48-72 h; actives 6.6% (n = 94,000); AID 1345083; Potency, µM (series often up to 115 µM), without a hit: at the top dose activity change, negative = cytotoxicity, hits mostly inhibitors; also: potency is read from the fitted curve at half-maximal effect; nearly all actives have a fitted effect of over 60% in size
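250 HEK 293 cells/well; compound by pintool; incubated 48 or 72 hr at 37 degree Celsius; CellTiter-Glo added, 10 min RT, luminescence imaged.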
FLuc inh = inhibitors of firefly (Photinus pyralis) luciferase. actives 2.5% (n = 76,000). Potency, µM (titrated, usually from 115 µM), without a hit: at the top dose activity change, negative = inhibition, hits mostly inhibitors. P08659. AID 1347043. purified P. pyralis luciferase, luminescence, biochemical; also: potency is read from the fitted curve at half-maximal effect; nearly all actives have a fitted effect of over 65% in size
Target sequence (P08659 whole entry, looked up): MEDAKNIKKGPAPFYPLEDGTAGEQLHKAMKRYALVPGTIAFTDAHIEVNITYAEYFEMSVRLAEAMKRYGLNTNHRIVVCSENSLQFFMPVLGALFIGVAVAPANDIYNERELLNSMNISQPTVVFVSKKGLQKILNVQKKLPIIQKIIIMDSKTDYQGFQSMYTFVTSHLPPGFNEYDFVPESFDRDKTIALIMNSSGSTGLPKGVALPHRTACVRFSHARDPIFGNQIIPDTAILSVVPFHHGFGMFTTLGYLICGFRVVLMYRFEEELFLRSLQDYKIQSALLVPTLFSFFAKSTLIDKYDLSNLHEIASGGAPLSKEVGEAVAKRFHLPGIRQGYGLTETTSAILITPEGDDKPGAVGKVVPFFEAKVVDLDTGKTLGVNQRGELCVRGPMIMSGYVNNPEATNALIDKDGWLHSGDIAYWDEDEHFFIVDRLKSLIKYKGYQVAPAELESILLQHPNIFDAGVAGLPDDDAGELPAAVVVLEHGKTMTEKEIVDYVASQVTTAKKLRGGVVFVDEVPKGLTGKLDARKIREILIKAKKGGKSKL
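Biochemical qHTS: compound (6-point titration) added to 10uM D-luciferin plus 10uM ATP in Tris acetate pH 7.5 buffer with Mg, Tween-20 and BSA, then purified enzyme at 10nM; light output imaged.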
GPT2 inh = inhibitors of human GPT2 alanine aminotransferase | Q8TD30 | Recombinant GPT2, coupled pyruvate oxidase/HRP Amplex Red fluorescence | Potency, µM (series often up to 57.7 µM), for inactives: top-dose activity change, negative = inhibition, most hits filed as inhibitors | actives 0.25% (n = 100,000); also: potency is read from the fitted curve at half-maximal effect; nearly all actives have a fitted effect of over 60% in size; many of its hits are not listed in these tables
Target sequence (Q8TD30 whole entry, looked up): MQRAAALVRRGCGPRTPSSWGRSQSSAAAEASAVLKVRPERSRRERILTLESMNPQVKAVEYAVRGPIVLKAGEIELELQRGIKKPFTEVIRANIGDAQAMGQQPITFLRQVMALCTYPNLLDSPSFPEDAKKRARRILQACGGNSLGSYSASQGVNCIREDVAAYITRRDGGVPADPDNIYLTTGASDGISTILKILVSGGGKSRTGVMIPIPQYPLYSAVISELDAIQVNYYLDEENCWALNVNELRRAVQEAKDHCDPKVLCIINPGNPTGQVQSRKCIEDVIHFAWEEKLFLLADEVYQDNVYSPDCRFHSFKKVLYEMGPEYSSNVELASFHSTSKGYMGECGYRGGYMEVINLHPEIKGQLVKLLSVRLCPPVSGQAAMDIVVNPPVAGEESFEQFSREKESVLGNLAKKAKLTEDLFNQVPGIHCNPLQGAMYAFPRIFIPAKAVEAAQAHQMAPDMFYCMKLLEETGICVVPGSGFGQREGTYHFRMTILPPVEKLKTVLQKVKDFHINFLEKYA
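Recombinant GPT2 (10ng/uL) with 250uM a-KG and 2mM L-alanine, 30 min at room temperature, in HEPES pH 7.5 buffer. Pyruvate detected by pyruvate oxidase/HRP/Amplex Red fluorescence after 30 min in the dark; AOA (50uM) as positive control.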
HEK293 viab = cell viability loss counter-screen; HEK-293-SNCA-luc viability, GF-AFC fluorescence, 24 h; Potency, µM (highest dose often 57.1 µM), for the others: top-dose activity change, negative = cytotoxicity, hits mostly cytotoxic; actives 0.12% (n = 150,000); AID 1671193;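 also: potency is read from the fitted curve at half-maximal effect; 0% = DMSO-treated cells and -100% = medium-only wells without cells; nearly all actives have a fitted effect of over 30% in size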
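HEK-293-SNCA-luc cells (1500/well) plated 24 h, then exposed 24 h to a dilution series; GF-AFC added 30 min at 37C, fluorescence 405/540 nm; normalised to medium-only and DMSO wells, Hill fit.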
IP6K1 inh = inhibitors of human IP6K1 | Q92551 | IP6K1 kinase, ADP-Glo luminescence, 2 h; active compounds read low | activity change, % (series mostly up to about 58 µM) | actives 0.81% (n = 140,000); in the data active = activity change below about -25%
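ADP-Glo luminescence measures ADP made by human IP6K1 during a 2 h RT reaction with ATP/IP6 (mix at 1.3 mM/130 uM); top library doses 57.5 and 19.1 uM final.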
SNCA expr inhib = reduces expression of the alpha-synuclein gene; HEK-293 SNCA-luciferase knock-in, luminescence, 24 h; Potency, µM (series often up to 57.2 µM), inactives show at the highest dose activity change, negative = inhibition, actives largely listed as inhibitors; actives 0.17% (n = 140,000);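 also: potency is read from the fitted curve at half-maximal effect; plate controls were DMSO cells for no effect and cell-free wells for full effect; nearly all actives have a fitted effect of over 45% in size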
NIH3T3 tox = kills NIH 3T3 cells; actives 4.3% (n = 94,000); NIH 3T3 viability, CellTiter-Glo ATP luminescence, 48-72 h; Potency, µM (series often up to 96.7 µM), for the others: at the top dose activity change, negative = cytotoxicity, actives largely listed as inhibitors; also: potency is read from the fitted curve at half-maximal effect; nearly all actives have a fitted effect of over 55% in size
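ATP-dependent luminescence (CellTiter-Glo) served as the viability signal for NIH 3T3 cells treated with compound for 48 or 72 hr at 37 °C.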
* hit, by the source's call; i = inactive; ? = inconclusive; . = not tested or not shown; [ ] = dose if it differs, or a comment. Unless noted, calls follow the shape of the dose curve; as a rule, active = well fitted curve in the direction sought with a large enough effect; inconclusive = small, poorly fitted or top-dose-only effect, or another doubt; inactive = no such curve, though single readings can be large; an effect the other way counts as inactive or inconclusive. Unless noted, % is scaled to controls: 0 for no effect and ±100 for the full control effect. Outcome played no part in choosing rows; about 7.7% have a hit in one of these screens.

Values run as follows: HEK293 tox	FLuc inh	GPT2 inh	HEK293 viab	IP6K1 inh	SNCA expr inhib	NIH3T3 tox
> CC1OC(=O)C[C@@H]2C(C(=O)O)=CO[C@@H](O[C@H]3O[C@H](CO)[C@@H](O)[C@H](O)[C@H]3O)[C@H]12 (some centres not stated)
    .	.	-0.5%[27.3 µM]	-9.6%	5.2	.	.
> O=C(Nc1ccccc1)NC1CCN(c2ccc3nnc(C4CC4)n3n2)C1 (configuration not stated)
    -12.7%	.	.	.	0.4	.	-28.4%
> Cc1nc2scc(CC(=O)N3CCCC3)n2c(=O)c1-c1cc(C)n(-c2cccc(F)c2)n1
    -24.4%	-10.8%	?	-6.8%	10.8	-13.7%	-9.4%
> O=C(NCc1cccnc1)C1CCC(=O)N1C1CCNCC1 (configuration not stated)
    -5.1%	-0.6%	?	-12.2%	-16.7	-1.2%	-3.9%
> O=C(c1ccc(CN2C(=O)NC3(CCOCC3)C2=O)cc1)N1CCSCC1
    5.4%	6.1%	?	-0.5%	12.5	-1.3%	i
> COc1cc(CN(C(=O)Nc2ccccc2)c2ccccn2)cc(OC)c1OC
    .	.	.	-4.0%	17.4	51.6%[activator]	.
> C[C@@H]1CN(C(=O)c2cccnc2N(C)C2CCCCC2)C[C@@]1(O)C1CCC1
    ?	10.3%	-0.9%	-20.0%	-10.3	-12.5%	-4.8%
> CCOc1ccccc1N(CC)C(=O)c1cc2ccc3cccnc3c2[nH]1
    .	.	.	-1.1%	-2.5	61.5%[activator]	.
> CCNc1nccc(N2CCC(CC(=O)N3CCN(c4ccccc4F)CC3)CC2)n1
    ?	21.5%	i	?	11.6	?	17.8µM*
> O=[N+]([O-])c1ccc(O)c(-c2ccnc3cc(-c4ccccc4)nn23)c1
    .	.	.	?	0.8	-12.6%	.
> CO[C@H]1[C@H](NC(=O)c2cc(=O)[nH]c(=O)[nH]2)c2ccccc2C12CCNCC2
    -20.8%	-5.5%	1.3%	1.3%	1.7	-8.5%	-16.4%
> Cc1ccc(CCNC(=O)c2sc3nc4n(c(=O)c3c2C)CCCC4)cc1
    .	.	.	15.6%	-10.0	22.1%	.
> CCCCN1C(=O)C(CC(=O)NC2CCCC2)Sc2ncccc21 (configuration not stated)
    -0.7%	10.5%	i	-11.5%	-14.2	0.9%	0.8%
> O=C(c1ccccn1)N1CC(=O)N(C2CCCCC2)CC(OCc2ccccc2)C1 (configuration not stated)
    ?	-11.7%	i	-0.6%	-6.5	68.3%[activator]	i
> O=C(c1ccc(=O)[nH]n1)N1C[C@H]2OC(=O)N(CCCN3CCOCC3)[C@H]2C1
    ?	-2.5%	-0.5%	-17.3%	0.1	-22.3%	-7.8%
> COc1ccc(-c2nc(Cn3c(-c4ccc(F)cc4)nc(C)c(CCO)c3=O)c(C)o2)cc1
    ?	-6.7%	-7.9%	8.2%	1.6	10.6%	-4.9%
> CCOC(=O)c1c(NC(=O)c2ccc(Br)cc2)sc2c1CCCC2
    .	.	.	-14.4%	4.5	-22.1%	.
> COc1ccc(NC(=O)Cn2c(=O)c3cccn3c3ccccc32)cc1Cl
    .	.	.	11.3%	-9.1	-4.6%	.
> C=CCN1C[C@H]2COc3cc(OC)ccc3[C@H]2N(C(=O)c2ccc(F)cc2)CCC1=O
    -3.8%	.	.	.	-9.9	.	?
> COc1ccc(S(=O)(=O)c2nnn(-c3ccc(C)c(Cl)c3)c2C)cc1
    .	.	.	-2.1%	-14.7	-9.0%	.
> Cc1ccc2c(n1)N(C)[C@H](CO)CCN(CC1CCCCC1)C2
    44.7µM*	-4.7%[172 µM]	-24.8%[88.5 µM]	5.5%[87.6 µM]	-1.1	10.4%[87.6 µM]	?
> COc1ccccc1Nc1ccnc(N2CCCC(C(=O)NC3CCOCC3)C2)n1 (configuration not stated)
    -25.2%	.	i	-5.3%[12.5 µM]	-7.5	-15.1%	-27.6%
> CC(C)c1ccc(NC(=O)N2CCN(c3ccc(Cl)c(Cl)c3)CC2)cc1
    .	.	.	3.5%	4.0	?	.
> Cc1noc(C)c1-c1cc2c(cc(C)n2C)c(NC2CCN(C)CC2)n1
    ?	-4.5%[172 µM]	i	-14.9%[87.6 µM]	-12.4	10.4%[87.6 µM]	?
> CCOc1ccc(CNC(=O)c2sc3nc(C)cc(C)c3c2-n2cccc2)cc1
    .	.	.	12.5%	-6.8	17.6%	.
> CC(C)Cc1cc(CC2(NCc3ccc(N(C)C)cc3)COC2)no1
    -3.5%[172 µM]	-0.9%[172 µM]	-4.7%[88.5 µM]	2.5%[87.6 µM]	1.5	-4.5%[87.6 µM]	-7.3%[138 µM]
> COCc1nc2nc(-c3ccccc3)c(-c3cccc(NC(C)=O)c3)cc2n1C
    -9.5%[172 µM]	?	0.4%[88.5 µM]	-0.9%[87.6 µM]	16.4	4.3%[87.6 µM]	?
> COc1ccc(CNC(=O)Cc2c(C)c3c(cc(C)c4c(C)c(C)oc43)oc2=O)cc1OC
    .	.	.	9.3%	-5.5	17.0%	.
> Cc1ccc(Cl)cc1NC(=O)c1ccc2snnc2c1
    .	.	.	1.5%	0.1	1.4%	.
> CCN(CC)CCCNC(=O)Cn1nc(N2CCN(c3ccccc3OC)CC2)ccc1=O
    .	.	.	11.1%	23.0	-12.2%	.
> CCN(CC)Cc1cnc2c(C(=O)NCc3cnn4cccnc34)cnn2c1
    -2.4%	0.0%	i	-3.7%	3.0	-19.6%	-16.1%
> CCc1cc(C(=O)N2CC[C@@H]3[C@@H](CCC(=O)N3CCc3cnc[nH]3)C2)n[nH]1
    -1.1%	6.7%	2.3%	-4.0%	2.3	-8.1%	-0.6%
> CCc1ccc(C(=O)N2CCC3(CC2)N=C(c2cccc(Br)c2)NO3)cc1
    -3.1%	21.0%	-3.3%	-24.6%	5.7	-6.8%	-4.3%
> CN1C(=O)Cc2cc(C(=O)NC3CCN(Cc4ccccc4)CC3)ccc21
    -23.7%	-0.1%	3.2%	-8.0%	-8.3	1.6%	-21.5%
> Cc1ccc(NC(=O)[C@@H](c2ccccc2)N2Cc3ccccc3C2=O)cc1F
    .	.	.	-6.1%	5.2	43.1%[activator]	.
> O=C(/C=C/c1ccccc1)Nc1cc(-c2nc3ccccc3o2)ccc1Cl
    .	.	.	5.6%	35.5	114.2%[activator]	.
> COC1CCC12CCN(C(=O)Cc1cccnc1)CC2 (configuration not stated)
    i	0.8%	-8.4%	-1.4%	-9.9	10.2%	i
> O=C(Nc1ccc(Cl)cc1)c1nc2c(o1)CCN(Cc1ccc3cn[nH]c3c1)CC2
    44.7µM*	8.5%[172 µM]	-12.7%[88.5 µM]	?	1.6	-29.7%[87.6 µM]	?
> CCOC(=O)c1c(-c2ccc(C)cc2)csc1NC(=O)c1cc(-c2ccc(OC)cc2)on1
    .	.	.	8.2%	22.9	17.7%	.
> CNC(=O)[C@@H]1C[C@@H](O)CN1C1CCN(C(=O)c2noc(C)c2Cc2c(C)noc2C)CC1
    i	0.9%	i	6.3%	25.2	-5.9%	i

Next results follow.
Structure | HEK293 tox | FLuc inh | GPT2 inh | HEK293 viab | IP6K1 inh | SNCA expr inhib | NIH3T3 tox
COc1cccc(CN2CCCCCCNC(=O)CC2)c1OC | i | 0.2% | i | 1.9% | -5.1 | 2.7% | -0.9%
COc1ccc(OC)c(NC(=O)c2cc(C3CC3)nc3c2c(C)nn3-c2ccc(C)cc2)c1 | . | . | . | 4.6% | 5.6 | -15.6% | .
Cc1ccc(-n2c(=O)c3c(c4cc(C)ccc4n3C)n(CC(=O)Nc3cc(C)cc(C)c3)c2=O)cc1 | . | . | . | -7.6% | 20.5 | -15.9% | .
CCc1cccc(C)c1NC(=O)CSc1nc2c(c(=O)[nH]1)CCC2 | . | . | . | 7.9% | -9.8 | -13.3% | .
COC[C@@H]1CN(S(=O)(=O)c2ccc(F)cc2F)C[C@H]1C(N)=O | 1.7% | 3.8% | i | -4.5% | 8.9 | -13.9% | i
O=C(CCn1ccc2cc(S(=O)(=O)N3CCCC3)ccc21)NCc1cccc(F)c1 | . | . | . | 1.8% | 0.6 | 4.4% | .
Cn1cc(C(=O)NCCc2ccccc2)c(=O)c2cc(S(=O)(=O)N3CCCCC3)ccc21 | . | . | . | 2.2% | 24.5 | -0.7% | .
CCCNC(=O)c1cc2c(=O)[nH]c(-c3ccccc3)cn2n1 | ? | 2.1% | i | 1.9% | 8.7 | -13.4% | -26.7%
CC1CCN(c2cc3c(cc2F)c(=O)c(S(=O)(=O)c2ccc(Cl)cc2)cn3C)CC1 | . | . | . | -9.0% | 4.6 | 6.2% | .
CN1C(=O)CCCCC1C(=O)N1CCCCC1 (configuration not stated) | 3.4% | -4.2% | i | 4.0% | 15.2 | -0.3% | 4.3%
CC(C)(C)NC(=O)N1CCC2(CC1)CC(Cc1cccc(F)c1)CCO2 (configuration not stated) | ? | 0.9% | -4.3% | -3.4% | 20.0 | -27.6% | ?
N#Cc1ccccc1NC(=O)C(=O)NCC(c1ccc2c(c1)OCO2)N1CCN(c2ccccc2)CC1 (configuration not stated) | . | . | . | 16.5% | 42.7 | 21.3% | .

Reformatted with each value named: entries from further up
CCCNC(=O)c1cc2c(=O)[nH]c(-c3ccccc3)cn2n1
  HEK293 tox = ?
  FLuc inh = 2.1%
  GPT2 inh = i
  HEK293 viab = 1.9%
  IP6K1 inh = 8.7
  SNCA expr inhib = -13.4%
  NIH3T3 tox = -26.7%

CC1CCN(c2cc3c(cc2F)c(=O)c(S(=O)(=O)c2ccc(Cl)cc2)cn3C)CC1
  HEK293 tox = .
  FLuc inh = .
  GPT2 inh = .
  HEK293 viab = -9.0%
  IP6K1 inh = 4.6
  SNCA expr inhib = 6.2%
  NIH3T3 tox = .

CN1C(=O)CCCCC1C(=O)N1CCCCC1 (configuration not stated)
  HEK293 tox = 3.4%
  FLuc inh = -4.2%
  GPT2 inh = i
  HEK293 viab = 4.0%
  IP6K1 inh = 15.2
  SNCA expr inhib = -0.3%
  NIH3T3 tox = 4.3%

CC(C)(C)NC(=O)N1CCC2(CC1)CC(Cc1cccc(F)c1)CCO2 (configuration not stated)
  HEK293 tox = ?
  FLuc inh = 0.9%
  GPT2 inh = -4.3%
  HEK293 viab = -3.4%
  IP6K1 inh = 20.0
  SNCA expr inhib = -27.6%
  NIH3T3 tox = ?
